G6PDH counter – L. mesenteroides G6PDH inhibitors, counter-screen for G6PDH-coupled screening assays, biochemical, Leuconostoc mesenteroides enzyme. glucose-6-phosphate dehydrogenase [Leuconostoc mesenteroides]. Purified L. mesenteroides G6PDH, diaphorase/resazurin coupled fluorescence, 45 min. inhibition, % at 5 µM. 0.12% of 200,000 active; in the data active = inhibition above about 50%
STAT1 inh – STAT1 signaling inhibitors, primary screen, cell-based, HTS, luciferase reporter | NIH 3T3 STAT1-luciferase reporter, IFN-gamma, luminescence | inhibition, % at 5.5 µM | 0.35% of 200,000 active | AID 920, 2007;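 active = inhibition above a set limit, the mean inhibition across all tested compounds plus 3 SD, cut at about 34% in these data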;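 note: 0% = IFN-gamma with DMSO and 100% = IFN-gamma with 300 µM nifuroxazide; values of inactives mirror those of a sister screen read the other way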
Diaph act CS – compounds boosting diaphorase resazurin reduction – biochemical, uHTS, resorufin fluorescence, counter-screen for diaphorase-coupled primary assays, primary screen; activation factor at 20 µM; AID 1229, 2008; Diaphorase/resazurin coupled assay, 16 min; active compounds read high; 1 = vehicle wells, 0 = NADH-free wells; 0.005% of 190,000 active;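 active = diaphorase activity raised at least twofold by the compound at 20 µM; inactive = activation factor below 2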
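Measured by – red resorufin fluorescence at 544/590 nm excitation/emission · Test system – Clostridium kluyveri diaphorase, purified enzyme · Incubation – reaction time 16 min, room temperature · Buffer or medium – 50 mM HEPES pH 7.4 with 4.542 mM MgCl2, 0.005% Tween 20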
STAT3 activator – IL-6 driven STAT3 reporter potentiators, primary screen, U3A cells, luciferase, luminescence, MLSCN library | AID 871, 2007 | IL-6 STAT3-luciferase reporter; 100% = signal with IL-6 EC80 alone | activation (% of control), % at 5.6 µM | 0.91% of 190,000 active;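 active = activation above the screen-wide mean of compound activation plus 3 SD, cut at about 130% in these data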;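 note: 0% = background luminescence of wells with medium and substrate only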
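Test system: human U3A cells carrying STAT3-luciferase construct; control set: IL-6-only wells as 100% reference; timing: compound pre-incubation 1 h before IL-6, then 6 h stimulation at 37 °C; also added: IL-6 stimulus at 33 ng/mL final; evaluation: % activation versus median of IL-6-stimulated wells; detection: reporter luminescence signal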
TLR4-MyD88 BLA – inhibitors of TLR4-MyD88 association in cells, primary screen, cell-based, HeLa CL3-4, BLA complementation, FRET ratio; Toll-like receptor 4 (Homo sapiens) + Myeloid differentiation primary response protein …; HeLa CL3-4 TLR4/MyD88 BLA complementation; inhibition, % at 8.4 µM; 0.18% of 200,000 active; AID 861, 2007; in the data active = inhibition above about 25%;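 note: 0% = vehicle and 100% = reference inhibitor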
Target sequence (O00206 whole entry, looked up): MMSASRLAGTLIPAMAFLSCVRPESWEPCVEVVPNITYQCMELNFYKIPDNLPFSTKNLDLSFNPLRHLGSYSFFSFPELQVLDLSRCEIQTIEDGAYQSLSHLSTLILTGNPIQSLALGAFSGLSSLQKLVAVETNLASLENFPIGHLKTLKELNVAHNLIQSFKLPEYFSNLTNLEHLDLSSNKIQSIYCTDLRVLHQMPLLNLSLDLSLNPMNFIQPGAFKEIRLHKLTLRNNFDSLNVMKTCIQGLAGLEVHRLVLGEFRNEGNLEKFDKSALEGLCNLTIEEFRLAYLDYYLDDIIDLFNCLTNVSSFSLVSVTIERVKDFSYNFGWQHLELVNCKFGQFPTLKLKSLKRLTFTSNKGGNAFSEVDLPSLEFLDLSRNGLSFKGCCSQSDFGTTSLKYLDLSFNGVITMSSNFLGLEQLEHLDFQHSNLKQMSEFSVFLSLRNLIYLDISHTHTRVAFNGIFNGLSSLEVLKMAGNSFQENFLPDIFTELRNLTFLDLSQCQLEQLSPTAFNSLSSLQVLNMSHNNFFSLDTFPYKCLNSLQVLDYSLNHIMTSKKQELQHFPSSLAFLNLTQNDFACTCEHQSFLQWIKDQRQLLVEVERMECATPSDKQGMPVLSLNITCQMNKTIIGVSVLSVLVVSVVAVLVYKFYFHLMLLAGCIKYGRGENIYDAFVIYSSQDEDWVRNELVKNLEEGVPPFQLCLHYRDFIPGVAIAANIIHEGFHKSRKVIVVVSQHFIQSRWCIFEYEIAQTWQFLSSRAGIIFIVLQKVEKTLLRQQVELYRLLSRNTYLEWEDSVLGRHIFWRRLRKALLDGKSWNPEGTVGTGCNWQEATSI
Target sequence (Q99836 whole entry, looked up): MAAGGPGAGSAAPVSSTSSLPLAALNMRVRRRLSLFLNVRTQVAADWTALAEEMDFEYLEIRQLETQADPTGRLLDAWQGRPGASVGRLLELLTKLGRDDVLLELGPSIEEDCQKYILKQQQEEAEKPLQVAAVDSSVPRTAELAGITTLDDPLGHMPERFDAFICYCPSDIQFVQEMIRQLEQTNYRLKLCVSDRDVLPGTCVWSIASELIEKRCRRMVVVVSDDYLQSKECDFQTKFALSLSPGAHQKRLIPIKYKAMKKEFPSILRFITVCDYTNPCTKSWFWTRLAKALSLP
Diaph inh CS – diaphorase inhibitors and chemical oxidizers, primary screen, counter-screen for diaphorase-coupled primary assays, biochemical, uHTS, resorufin fluorescence. diaphorase resazurin-to-resorufin fluorescence, NADH, 16 min; bacterial (C. kluyveri) enzyme, not human. inhibition, % at 20 µM. 0.69% of 190,000 active;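 active = primary screen inhibition at 20 µM above a set limit, cut at about 50% in these data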;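 note: plate controls were DMSO with full reaction for no effect and wells lacking NADH for full effect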
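Assay system: diaphorase enzyme from Clostridium kluyveri; Input: enzyme working solution with 0.14 U/mL diaphorase; Timing: 16 min at room temperature; Technique: resorufin fluorescence, excitation 544 nm, emission 590 nm; Benchmarks: positive control minus NADH, DMSO neutral control.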
Hsp70 activator – Hsp70 transcriptional activators, primary screen, cell-based, HeLa, Hsp70 promoter luciferase, luminescence, 10 µM | HeLa Hsp70 promoter luciferase reporter; scaled: vehicle 0, proteasome-inhibitor control 100% | activation, % at 10 µM | 0.04% of 200,000 active | AID 1203, 2008;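 active = activation above the mean across all tested compounds plus 3 SD, cutoff set per campaign, cut at about 5.5% in these data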;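 note: 100% = MG132 at 30 µM as the positive control and 0% = DMSO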
STAT1 activator – STAT1 signaling activators, primary screen, cell-based, HTS, luciferase reporter; activation (% of control), % at 5.5 µM; NIH 3T3 STAT1-luciferase reporter, IFN-gamma, luminescence; 100% = IFN-gamma alone, no compound; 2.6% of 200,000 active;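 active = activation above the screen-wide mean activation plus 3 SD, cut at about 130% in these data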;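 note: raw ratio to IFN-gamma control signal so 100% means no change and 0% no light; values of inactives mirror those of a sister screen read the other way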
STAT3 blocker – IL-6 driven STAT3 reporter inhibitors, primary screen, U3A cells, luciferase, luminescence, MLSCN library; IL-6 STAT3-luciferase reporter; host cell line lacks STAT1; inhibition, % at 5.5 µM; 0.89% of 190,000 active; AID 862, 2007;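 active = inhibition above the mean inhibition across all screened compounds plus 3 SD, cut at about 44% in these data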;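 note: 0% = DMSO only wells and 100% = 100 µM nifuroxazide control wells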
APP 5UTR inh – inhibitors of APP translation via 5'UTR reporter, primary screen, APP 5'UTR luciferase, SH-SY5Y cells | SH-SY5Y APP 5'UTR-luciferase reporter, luminescence | inhibition, % at 2 µM | 0.82% of 190,000 active | AID 1285, 2008;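 active = inhibition above a set limit, derived from the sample mean plus 3 SD, cut at about 45% in these data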; note: values of inactives mirror those of a sister screen read the other way
Starred values were filed as active, the others as inactive; / = not tested or not shown.

#	molecule	STAT3 activator	Diaph inh CS	STAT1 inh	Diaph act CS	STAT3 blocker
1	CC(CC(=O)Nc1nc2ccccc2[nH]1)c1ccccc1 (configuration not stated)	109	5	-44	1	-9
2	Cc1ccc(-c2csc3ncnc(Sc4nnc(CN5CCCCCC5=O)o4)c23)cc1	81	23	44*	0.8	27
3	CCOc1ccccc1N1CCN(C(=O)c2cc(C)oc2C)CC1	96	26	6	0.7	11
4	O=C(Nc1ccc2c(c1)OCO2)C1(S(=O)(=O)c2ccc(Cl)cc2)CC1	102	22	-5	0.8	2
5	O=[N+]([O-])c1cccc(/C=N/Nc2ccccn2)c1	99	3	-29	1	10
6	O=C(NCCc1ccccc1)c1n[nH]c2ccccc12	93	16	-74	0.8	13
7	CC(C)NC(=O)c1ccc2c(=O)n(C3CCCC3)c(=S)[nH]c2c1	91	5	-10	0.9	12
8	CS(=O)(=O)N(CC(N)=O)c1ccc2c(c1)OCO2	93	4	0	1	8
9	Cc1cc(-c2nnc(SCC(=O)c3ccc(F)cc3)o2)no1	103	5	-3	0.9	-4
10	O=[N+]([O-])c1cc2oc3c(c2c(C=NCc2ccccc2)c1O)CCCC3	96	29	-6	0.7	4
11	Cc1ccc(-c2cc(C)nc3nc(N)nn23)cc1	89	11	-2	0.9	17
12	Cc1ccc(Cl)cc1N1CCN(S(=O)(=O)c2ccc3c(c2)oc(=O)n3C)CC1	89	8	-1	0.9	20

#	Hsp70 activator	STAT1 activator	TLR4-MyD88 BLA	G6PDH counter	APP 5UTR inh
1	-0.3	145*	-12	5	-123
2	0.8	60	4	10	26
3	-0.3	96	7	7	-23
4	0.2	105	-3	0	-4
5	0.2	128	9	-2	-29
6	0.0	164*	9	10	-88
7	0.4	109	-12	3	12
8	-0.3	100	5	1	-4
9	-0.2	103	13	6	-7
10	0.3	105	-8	2	3
11	-0.2	102	-5	-4	13
12	-0.4	101	15	2	-16

Shown as a hit in STAT1 activator, among the entries above:
nr	molecule	STAT3 activator	STAT1 inh	Hsp70 activator	STAT1 activator	TLR4-MyD88 BLA	APP 5UTR inh
1	CC(CC(=O)Nc1nc2ccccc2[nH]1)c1ccccc1 (configuration not stated)	109	-44	-0.3	145*	-12	-123
6	O=C(NCCc1ccccc1)c1n[nH]c2ccccc12	93	-74	0.0	164*	9	-88

Going on with the list:
#	molecule	STAT3 activator	Diaph inh CS	STAT1 inh	Diaph act CS	STAT3 blocker
13	CC1(C)CN(c2ccccc2)N(C(=O)c2ccc(F)cc2)C1=O	93	12	9	0.9	11
14	Cc1cccc(N2CCN(C(=O)c3cn4ccccc4n3)CC2C)c1 (configuration not stated)	92	12	2	0.9	17
15	O=C(/C=C/c1ccco1)Oc1ccc(C(=S)N2CCOCC2)cc1	104	11	-2	0.9	-1
16	COc1ccc2nc(C(C)O)[nH]c2c1 (configuration not stated)	99	4	0	1	5
17	NS(=O)(=O)c1cccc(NC(=O)COC(=O)Cc2ccc(Cl)cc2)c1	101	9	3	0.9	1
18	N#Cc1cn(CC(=O)NCc2cccnc2)c2ccccc12	103	5	2	0.9	-3
19	CC1(C)Cc2c(c(-c3ccccc3)nc(N3CCCC3)c2C(N)=O)CO1	100	10	0	0.9	4
20	CCOc1ccc(Cc2c(Cl)nc(SC)nc2N(C)C)cc1	97	21	-3	0.8	3
21	CCCC(=O)Nc1nc(-c2ccc3c(c2)CCN3S(C)(=O)=O)cs1	79	12	-8	0.9	28
22	Cc1c(C(=O)OC2CCCCC2)[nH]c2c1C(=O)CC(C)(C)C2	102	5	-13	0.9	-2
23	O=C(N1CCN(c2ccc(F)cc2)CC1)C1(c2cccs2)CCOCC1	109	-4	1	1	-16
24	O=C(CCc1ccc(S(=O)(=O)N2CCOCC2)cc1)NCCc1ccccn1	101	9	-7	0.9	3

#	Hsp70 activator	STAT1 activator	TLR4-MyD88 BLA	G6PDH counter	APP 5UTR inh
13	-0.4	92	-8	4	10
14	-0.2	98	14	7	-1
15	-0.4	100	1	4	-4
16	0.3	100	-11	3	4
17	-0.2	96	-6	-4	-15
18	-0.2	106	-1	-4	-25
19	-0.1	98	11	8	-13
20	-0.3	102	-11	7	3
21	-0.1	108	-12	10	-12
22	0.0	113	-5	8	8
23	-0.3	99	-4	-3	-10
24	-0.3	106	2	14	-11

The listing continues.
#	molecule	STAT3 activator	Diaph inh CS	STAT1 inh	Diaph act CS	STAT3 blocker
25	Cc1nc(SCC(=O)NCc2ccco2)[nH]c(=O)c1C	121	10	4	0.9	-20
26	O=C(N/N=C/c1ccccc1O)c1cccc(C(F)(F)F)c1	91	7	4	0.9	13
27	C=C(C)CN(CC)c1nc(N)c(C#N)c(CC#N)c1C#N	101	14	12	0.9	-1
28	COc1ccccc1NC(=S)N1CCN(c2ncccn2)CC1	89	-6	0	1.1	17
29	CC(CNC(=S)Nc1cc(F)cc(F)c1)CSc1ccc(Cl)cc1 (configuration not stated)	95	-3	3	1	13
30	O=c1oc2ccccc2cc1-c1nc(-c2cccs2)cs1	159*	21	-20	0.8	-70
31	COc1ccc(CCC(=O)Nc2ccc(C)c([N+](=O)[O-])c2)cc1	95	10	16	0.9	7
32	COc1ccccc1N1CCN(C(=O)CCSCc2ccccc2F)CC1	110	8	-6	0.9	2
33	FC(F)(F)C1CC(c2cccs2)Nc2ncnn21 (configuration not stated)	93	16	-4	0.8	11
34	COC(=O)C1=C(C)N(C)C(=O)NC1c1ccsc1 (configuration not stated)	98	6	1	0.9	7
35	Cc1ccc(S(=O)(=O)Cc2ccc(C(=O)N3CCN(c4ccc(F)cc4)CC3)o2)cc1	101	6	5	0.9	8
36	COCCOC(=O)C1=C(C)NC(=O)NC1c1c(OC)ncnc1OC (configuration not stated)	104	8	0	0.9	0

#	Hsp70 activator	STAT1 activator	TLR4-MyD88 BLA	G6PDH counter	APP 5UTR inh
25	0.1	97	-3	3	8
26	-0.4	97	-1	-12	54*
27	-0.3	89	2	6	-4
28	0.1	99	-13	-5	-1
29	-0.1	95	-22	4	-29
30	-0.1	113	17	-4	/
31	-0.3	86	-4	-6	-24
32	0.0	105	-2	2	-6
33	-0.1	103	-3	3	17
34	-0.2	98	-2	6	10
35	-0.4	96	-2	26	-2
36	0.0	101	5	-4	-8

(continued)
#	molecule	STAT3 activator	Diaph inh CS	STAT1 inh	Diaph act CS	STAT3 blocker
37	O=C(NC1CC1)c1cc2c(s1)-c1ccccc1OC2	46	7	-22	0.9	71*
38	COc1ccccc1N1CCN(/N=C/c2cccc(O)c2)CC1	94	/	6	/	13
39	COc1ccc(C(=O)Nc2sc(C)c(C)c2CN2CC(C)OC(C)C2)cc1 (configuration not stated)	105	-3	-22	1	-4
40	N#CCSc1nnc(-c2ccc(F)cc2)n1N	106	11	4	0.9	-7
41	CCCCNC(=O)CSc1nnc(-c2c[nH]c3ccccc23)n1CC1CCCO1 (configuration not stated)	102	-5	0	1.1	-4
42	O=C(Nc1ccc2nn(-c3ccccc3)nc2c1)c1ccc2c(c1)OCO2	87	-4	1	1	19
43	Cc1cccc2cc(CN(CC3CCCO3)C(=O)c3cnccn3)c(=O)[nH]c12 (configuration not stated)	102	18	4	0.8	2
44	CCOC(=O)CSc1nc2ccccc2c(=O)n1CC1CCCO1 (configuration not stated)	98	15	-6	0.9	5

#	Hsp70 activator	STAT1 activator	TLR4-MyD88 BLA	G6PDH counter	APP 5UTR inh
37	-0.2	120	-2	9	-75
38	0.0	94	-1	10	-13
39	-0.2	120	3	-22	-11
40	-0.2	97	1	5	10
41	-0.3	100	-9	-4	4
42	0.1	100	9	-34	-22
43	-0.2	96	-3	-18	12
44	-0.1	106	0	10	-5

Full records, quoted from the list.
`CC(CNC(=S)Nc1cc(F)cc(F)c1)CSc1ccc(Cl)cc1` (configuration not stated) is listed with STAT3 activator: 95; Diaph inh CS: -3; STAT1 inh: 3; Diaph act CS: 1; STAT3 blocker: 13; Hsp70 activator: -0.1; STAT1 activator: 95; TLR4-MyD88 BLA: -22; G6PDH counter: 4; APP 5UTR inh: -29
`CCCC(=O)Nc1nc(-c2ccc3c(c2)CCN3S(C)(=O)=O)cs1` is listed with STAT3 activator: 79; Diaph inh CS: 12; STAT1 inh: -8; Diaph act CS: 0.9; STAT3 blocker: 28; Hsp70 activator: -0.1; STAT1 activator: 108; TLR4-MyD88 BLA: -12; G6PDH counter: 10; APP 5UTR inh: -12

Screening results from PubChem.

Rows were taken by chance. About 6.1% of those tested had a hit in this group.
